Pol iota inh: qHTS for Inhibitors of Polymerase Iota; DNA polymerase iota (Homo sapiens), Q9UNA4; Pol iota fluorescent replication assay, 10 min; Potency, µM (top dose mostly 115 µM), for the others: at the top dose activity, negative = inhibition, usual class: inhibitors; 1% of 390,000 active; AID 588590, 2011; note: potency is the fitted concentration of half-maximal effect
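Pol iota at 10 nM preincubated 15 min with compounds at room temperature; reaction started with fluorescent substrate, 50 nM final. Fluorescence read kinetically at 0 and 10 min; buffer-only wells as negative control.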
ERG Ets-DNA blk: qHTS for Small Molecule Inhibitors of the ERG Ets/DNA interaction; Transcriptional regulator ERG (Homo sapiens), P11308; fluorescence polarization, His-ERG Ets domain / labelled DNA; Potency, µM (series often up to 76.9 µM), for the others: top-dose FP activity, negative = inhibition, hits mostly inhibitors; 0.028% of 370,000 active; AID 624246, 2012; active = well fitted inhibition curve with a large enough effect in the polarisation, with a control signal flat; inconclusive = small, poorly fitted or top-dose-only effect, or effect the other way, or a change in a side signal; inactive = no such curve, though single readings can be large or run the other way; the % refers to the polarisation;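 note: polarization taken with two DNA probes labelled with fluorescein and Texas red; potency is the fitted concentration of half-maximal effect; % of control where 0% means no effect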
Target sequence (P11308 whole entry, looked up, the tested form may be a part): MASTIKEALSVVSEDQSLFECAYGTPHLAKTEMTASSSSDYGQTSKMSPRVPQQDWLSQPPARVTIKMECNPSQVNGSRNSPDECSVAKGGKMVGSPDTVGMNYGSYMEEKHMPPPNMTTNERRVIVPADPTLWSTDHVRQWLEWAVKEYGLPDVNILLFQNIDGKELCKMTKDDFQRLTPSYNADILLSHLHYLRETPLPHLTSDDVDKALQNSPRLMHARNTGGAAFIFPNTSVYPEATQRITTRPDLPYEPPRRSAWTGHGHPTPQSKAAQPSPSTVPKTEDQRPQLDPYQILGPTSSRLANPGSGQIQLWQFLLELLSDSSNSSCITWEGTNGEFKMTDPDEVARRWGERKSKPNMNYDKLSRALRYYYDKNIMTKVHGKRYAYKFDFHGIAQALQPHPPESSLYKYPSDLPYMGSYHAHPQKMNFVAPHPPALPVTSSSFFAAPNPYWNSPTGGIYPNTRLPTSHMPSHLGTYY
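His-tagged ERG Ets domain (1 uM in the protein solution; 300mM KCl, 50mM Tris-HCl, 1mM EDTA, 1mM DTT, pH 7.5) received compound, then a probe mix of 5 nM fluorescein-DNA and 100nM Texas-615-DNA. Fluorescence polarization was read for both dyes.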
Pol kappa inh: qHTS for Inhibitors of Polymerase Kappa; Potency, µM (highest dose often 107 µM), inactives show top-dose activity, negative = inhibition, usual class: inhibitors; 0.53% of 400,000 active; DNA polymerase kappa (Homo sapiens), Q9UBT6; purified Pol kappa, fluorescent DNA synthesis assay, 10 min; note: potency is the fitted concentration of half-maximal effect; % is set by controls: 0 for no effect and ±100 for the full control effect
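First, compounds were pin-transferred onto 10 nM Pol kappa. After 15 min at room temperature, substrate was added to 50 nM final. Fluorescence was then measured kinetically at 0 and 10 min.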
APE1 inh: qHTS Assay for Inhibitors of the Human Apurinic/apyrimidinic Endonuclease 1 (APE1). DNA repair nuclease/redox regulator APEX1 (Homo sapiens), P27695. recombinant APE1, TAMRA/BHQ-2 abasic DNA cleavage fluorescence. Potency, µM (series often up to 65.8 µM), for inactives: at the top dose activity change, negative = inhibition, usual class: inhibitors. 0.35% of 350,000 active. AID 2517, 2012;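 note: potency is the fitted concentration of half-maximal effect; plate controls were vehicle for no effect and reference inhibitor for full effect; nearly all actives have a fitted effect of over 55% in size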
Target sequence (P27695 whole entry, looked up): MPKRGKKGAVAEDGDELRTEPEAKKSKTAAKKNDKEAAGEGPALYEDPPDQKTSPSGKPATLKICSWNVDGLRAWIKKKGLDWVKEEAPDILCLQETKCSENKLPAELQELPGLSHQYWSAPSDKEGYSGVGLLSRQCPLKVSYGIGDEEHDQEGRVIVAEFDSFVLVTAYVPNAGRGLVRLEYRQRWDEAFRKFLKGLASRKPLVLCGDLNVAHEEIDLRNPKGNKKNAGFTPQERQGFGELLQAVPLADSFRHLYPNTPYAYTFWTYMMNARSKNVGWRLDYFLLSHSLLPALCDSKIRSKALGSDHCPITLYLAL
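APE1 at 0.75 nM final was preincubated with compound 15 min at room temperature, then 50 nM double-stranded THF abasic-site substrate (5'-TAMRA/3'-BHQ-2) was added. Fluorescence (ex 525/em 598 nm) was read kinetically; third-minus-first read gave activity.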
Pol beta inh: qHTS Assay for Inhibitors of DNA Polymerase Beta. P06746. Potency, µM (highest dose often 114 µM), inactives show at the top dose activity change, negative = inhibition, most hits filed as inhibitors. 1.3% of 340,000 active. Pol beta primer extension/strand displacement, fluorescence kinetic. AID 485314, 2010; note: potency is the fitted concentration of half-maximal effect; % is set by controls: 0 for no effect and ±100 for the full control effect
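Enzyme-only controls used 10 nM Pol beta; buffer lacking enzyme served as negative control. Compound preincubated 15 min, then 50 nM substrate added; 0 and 10 min reads at room temperature.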
12-LOX inh: Primary qHTS assay for inhibitors of human arachidonate 12S-lipoxygenase (ALOX12): Round 2. 1.1% of 580,000 active. AID 1671190, 2021. purified 12hLO, xylenol orange hydroperoxide absorbance. Potency, µM (titrated, usually from 108 µM), inactives show top-dose activity change, negative = inhibition, usual class: inhibitors; note: potency is the fitted concentration of half-maximal effect; % is set by controls: 0 for no effect and ±100 for the full control effect
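Hydroperoxide product was detected by ferrous iron/xylenol orange as the 573 to 405 nm absorbance ratio. Arachidonic acid at 40 uM (final) was turned over for 30 min at room temperature by 150 nM human 12hLO, pH 7.0 Hepes buffer, after 15 min compound preincubation.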
Anesthetic bind: qHTS Assay for Identification of Novel General Anesthetics; Ferritin light chain (Equus caballus), P02791; apoferritin/1-aminoanthracene competitive binding, fluorescence; Potency, µM (titrated, usually from 77.5 µM), for inactives: at the highest dose activity change, negative = displacement, hits mostly inhibitors; 0.074% of 350,000 active; note: potency is the fitted concentration of half-maximal effect; % is set by controls: 0 for no effect and ±100 for the full control effect; nearly all actives have a fitted effect of over 20% in size
Target sequence (P02791 2-175 limits assumed): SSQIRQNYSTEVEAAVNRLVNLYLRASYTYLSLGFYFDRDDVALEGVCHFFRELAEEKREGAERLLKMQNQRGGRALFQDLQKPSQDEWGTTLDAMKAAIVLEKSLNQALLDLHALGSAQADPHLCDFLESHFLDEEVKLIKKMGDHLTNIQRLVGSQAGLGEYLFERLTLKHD
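Horse-spleen apoferritin (10 uM) in 50% saturated 1-aminoanthracene in PBS was incubated 10 min at room temperature with compound. Fluorescence (ex 380, em 535 nm) was normalized to free and bound 1-AMA, with concentration-response fitted by a four-parameter Hill equation.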
TRHR ag: qHTS for Small Molecule Agonists and Allosteric Enhancers of Human TRH Receptor: Primary Screen for Agonists. TRHR cells, calcium flux fluo-8, FDSS agonist mode. 0.18% of 360,000 active. Thyrotropin-releasing hormone receptor (Homo sapiens), P34981. activation, % at 2 µM; in the data active = activation above about 30%; note: 0% is about no effect
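TRHR-expressing cells loaded with fluo-8 calcium dye; 23 nL library compound pin-transferred, kinetic FDSS fluorescence (Ex 480/Em 530) recorded about 180 s for agonist-induced calcium release, before a 10 nM TRH EC20 addition for potentiator mode.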
BLM inh: qHTS Assay for Inhibitors of Bloom's syndrome helicase (BLM); recombinant BLM DNA unwinding, fluorescence dequenching; Potency, µM (series often up to 56.1 µM), for the others: top-dose activity change, negative = inhibition, most hits filed as inhibitors; 0.2% of 350,000 active; RecQ-like DNA helicase BLM (Homo sapiens), P54132; AID 2528, 2010;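 note: potency is the fitted concentration of half-maximal effect; plate controls were vehicle for no effect and no enzyme for full effect; nearly all actives have a fitted effect of over 35% in size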
* = called active by the depositor; ? = inconclusive; / = not tested or not shown; & = joins results of further samples; [ ] = another dose, or the depositor's remark. Unless noted, calls come from the whole dose curve; as a rule, active = well fitted curve in the direction sought with a large enough effect; inconclusive = small, poorly fitted or top-dose-only effect, or another doubt; inactive = no such curve, though single readings can be large; an effect the other way counts as inactive or inconclusive. Not all compounds are listed; count on the stated rates, not on these rows.

SMILES	Pol iota inh	ERG Ets-DNA blk	Pol kappa inh	APE1 inh	Pol beta inh	12-LOX inh	Anesthetic bind	TRHR ag	BLM inh
Cc1oc2ncnc(N3CCCCC3)c2c1C(=O)Nc1cccc(F)c1	4%	7%	-2%	/	-8%	-16%	-17%	-1.9	-1%
CN(CCC#N)C(=O)CSc1nc2scc(-c3ccccc3)c2c(=O)[nH]1	13%	11%	8%	-4%	-4%	7%	4%	0.0	0%
COc1ccc(-c2n[nH]c(C)c2-c2ccc(OC)c(OC)c2)c(O)c1	2%	-7%	-15%	-4%	-13%	0%	-14%	-2.8	-8%
O=C(NCc1ccccc1)[C@]1(C(F)(F)F)C[C@H](CCc2ccccc2)CCCO1	11%&14%	-10%	-13%&6%	-5%	/	?	0%	/	-8%
O=C(CNC(=O)c1ccco1)Nc1ccc2c(c1)OCCO2	-19%	8%	-11%	17%	/	5%	/	0.2	/
Nc1ccccc1C(=O)Nc1cccc2ccccc12	69%[activator]	13%	-8%	-6%	45%	?	-18%	0.9	-7%
CCN(CC)CCCNC(=S)N1CCN(c2nc(-c3ccc(F)cc3)cs2)CC1	83%[activator]	-2%	-2%	48%[activator]	-14%	?	-16%	-1.3	-6%
O=[N+]([O-])c1ccc(S(=O)(=O)N2CCC3(CC2)OCCN3S(=O)(=O)c2cccs2)cc1	7%	9%	3%	9%	/	14%	/	0.1	/
COc1ccc(C)cc1-n1nnnc1SCC(=O)NNC(=O)c1ccc([N+](=O)[O-])cc1	49%[activator]	-19%	-4%	?	29%	-11%	-3%	1.2	1%
CC(C(=O)O)N1C(=O)C2C3CC(C2C1=O)C1C(c2ccccc2)c2sc(=O)[nH]c2SC31 (stereo not given)	-18%	5%	-22%	3%	13%	?	6%	0.4	1%
CC12CCC(C(=O)N(CCCCN3CCN(c4ccccn4)CC3)C1=O)C2(C)C (stereo not given)	15%	14%	-6%	2%	31%	-4%	-11%	0.1	1%
COc1ccc(CNC(=O)c2ccc(-c3ccccc3)cc2)cc1	-1%	9%	2%	-3%	11%	17%	-5%	0.0	-3%
COc1cc(/C=C/C(=O)O)cc(S(=O)(=O)Nc2ccc3nc(SC)sc3c2)c1OC	157%[activator]	1%	-8%	-3%	1%	0%	-7%	0.7	2%
C#CC(C)(C)NC(=O)c1ccc(-c2ccccc2F)cc1	1%[58.9 µM]	-1%	-8%	0%	-6%	105%[activator]	3%	-0.2	-6%
O=C(NCCCNC(=O)c1ccc(Cl)cc1Cl)c1cnccn1	22%	1%	-5%	17%	39%[activator]	-11%	-11%	0.2	1%
COc1ccc2[nH]c3c(c2c1)CCNC3(C)CCc1ccc(Cl)nc1 (stereo not given)	-28%	9%	-2%	17%	-1%	-24%	-8%	2.3	-1%
Cn1nnnc1P(=O)(c1ccccc1)c1ccccc1	-1%	-2%	13%	1%	5%	-15%	-7%	-0.2	-3%
CN(C)c1ccc(C(CNC(=O)c2ccc(C(C)(C)C)cc2)N2CCCC2)cc1 (stereo not given)	24%	1%	-14%[60.1 µM]	/	3%	8%	?	1.7	1%
CC(=O)N1CCC(C(=O)Nc2ccc(S(=O)(=O)N3CCCCC3)cc2)CC1	12%	1%	-16%	9%	11%	8%	-8%	-0.2	0%
Cc1cccc(-n2ncc3c(NCc4cccs4)ncnc32)c1	9%	/	-6%	-3%	2%	21%	?	0.2	-9%
CCCCC/C=C\C/C=C\C/C=C\CCCCCCC(=O)O	/	/	-3%[19.4 µM]	1%&2%	/	/	-5%	/	1%
CC1CC(C)CN(C(=O)CSc2ccsc2[N+](=O)[O-])C1 (stereo not given)	12%	1%	0%	-1%	28%	-22%	?	0.0	-3%
CSc1nn(CC(=O)Nc2ccccc2F)c(N)c1S(=O)(=O)c1ccccc1	0%	1%	19%	/	5%	-32%	-4%	0.0	-4%
CNC(=S)NCc1ccc2[nH]c3c(c2c1)CCCC3	53%[activator]	-4%	-3%	1%	-9%	?	-11%	0.1	-5%
Cc1ccc(/C=N/NC(=O)CNC(=O)c2cccs2)o1	5%	-8%	-6%	-1%	-31%	40%[activator]	?	0.5	-7%
COc1ccccc1CNC(=O)CN1C(=O)NC2(CCCCCCC2)C1=O	28%	-6%	0%	11%	/	-2%	/	/	/
O=C(Nc1ccc(F)c([N+](=O)[O-])c1)c1ccc2c(c1)C(=O)OC2=O	/	/	/	1%	-6%	/	2%	0.9	-9%
Cc1ccc(-c2nnc(-c3cccs3)o2)cc1	73%[activator]	0%	-3%	-2%	22%	-11%	-12%	0.0	1%
O=C(c1cc([N+](=O)[O-])ccc1Cl)N1CCN(c2ccccn2)CC1	-6%	11%	-5%	29%	79%	-7%	-5%	-0.2	-2%
O=C(CS(=O)(=O)c1cn(Cc2ccc(Cl)cc2)c2ccccc12)N1CCCCC1	-1%	2%	-16%	7%	-17%	-2%	2%	0.0	-1%
C[C@H](CO)N1C[C@H](C)[C@@H](CN(C)C(=O)Nc2ccc3c(c2)OCO3)Oc2c(NC(=O)c3ccncc3)cccc2C1=O	26%	-5%	-3%	22%	/	-1%	/	/	/
CSc1ccc(Cl)c(C(=O)Nc2cc(S(=O)(=O)N3CCOCC3)ccc2N2CCOCC2)c1	70%[activator]	6%	-17%	0%	/	-16%	/	/	/
Cc1[nH]n(-c2ccccc2)c(=O)c1N=Nc1ccccc1C(=O)N1CCOCC1	147%[activator]	7%	-11%	3%	-2%	-12%	-7%	-0.2	-10%
COCC(=O)Nc1ccc(N2CCOCC2)c(S(=O)(=O)Nc2ccccc2OC)c1	?	10%	-26%	-1%	/	?	/	/	/
COc1ccc(N(CC(=O)Nc2cccc(N(C)S(C)(=O)=O)c2)S(C)(=O)=O)cc1OC	0%	/	-7%[60.1 µM]	-1%	-9%	-6%	3%	0.0	0%
Cc1ccc(NC(=O)C(c2ccccc2)N2CCN(CC(=O)N3CCOCC3)CC2)cc1Cl (stereo not given)	-53%	13%	-21%	11µM*	/	5%	/	1.2	/
O=C(NN=C1CCCC1)c1n[nH]c2c1CCCC2	37%[activator]	1%	12%	-9%	-3%	4%	-11%	0.1	1%
COC(=O)c1ccc(C(=O)OC)nc1	-6%	-7%	-7%	-1%	13%	0%	0%	1.0	2%
Cc1ccc(NC(=O)CCc2ccc(S(=O)(=O)NC3CCCCC3)cc2)cc1	8%	-6%	-1%	-2%	10%	18%	-16%	0.0	-5%
CC1(C)O[C@@H]2[C@H](O1)[C@@H](CO)O[C@H]2n1cnc2c(N)ncnc21	9%	0%	-1%	4%	/	4%	/	0.2	/
CC(C)Oc1ccc(Cc2n[nH]c(=S)n2Cc2ccccc2)cc1Cl	14%	9%	-4%	-7%	12%	-6%	-16%	-1.6	-11%
CC(NC(=O)CCC(=O)N1CCN(S(=O)(=O)c2ccc(Cl)cc2)CC1)c1ccccc1 (stereo not given)	-5%	-3%	-12%	14%	25%	-6%	-1%	-0.8	1%
C=CCNC(=S)NC(=O)c1ccc(C)c(Br)c1	17%	-1%	2%	-11%	52%	35µM*	-20%	0.3	-12%
O=c1[nH]cnc2c1ncn2C1CC(O)C(CO)O1 (stereo not given)	/	/	-6%[60.1 µM]	-2%	/	/	4%	/	0%
COc1cccc(N2CC(NC(=O)CCCc3ccccc3)CC2=O)c1 (stereo not given)	2%	10%	-10%[60.1 µM]	/	0%	-11%	-2%	-0.2	1%
CCc1ccccc1N(C1=NCCCS1)S(=O)(=O)c1ccc(C(C)(C)C)cc1	-1%	8%	-9%	25%	35%	-11%	54%[activator]	-0.1	0%
O=C(C1CCC(=O)N(C2CC2)C1)N1CCC(Oc2ccccc2F)CC1 (stereo not given)	19%	0%	-4%	10%	21%	-2%	-5%	-0.1	-4%
CCc1ccc(NC(=O)NCc2ccc3c(c2)OCO3)cc1	45%[activator]	3%	2%	7%	8%	3%	-5%	-1.1	-4%
O=C(Cn1cnc2ccccc21)OCC(=O)N1CCCc2ccccc21	35%[activator]	-1%	3%	-5%	4%	7%	?	0.3	-2%
O=C(N/N=C/c1cn(Cc2ccccc2)c2ccccc12)c1cc(O)cc(O)c1	?	-5%	?	15µM*	32µM*	0%	-22%	-1.2	-15%
CCOC(=O)N1CCN(C(=O)C(C)c2ccc([N+](=O)[O-])cc2)CC1 (stereo not given)	119%[activator]	11%	-4%	24%	18%	8%	-3%	0.7	-1%

As entered above.
Under TRHR ag, O=C(Cn1cnc2ccccc21)OCC(=O)N1CCCc2ccccc21 shows 0.3
Under BLM inh, CC(NC(=O)CCC(=O)N1CCN(S(=O)(=O)c2ccc(Cl)cc2)CC1)c1ccccc1 (stereo not given) shows 1%
Under BLM inh, COc1cccc(N2CC(NC(=O)CCCc3ccccc3)CC2=O)c1 (stereo not given) shows 1%

Screens deposited in PubChem by National Center for Advancing Translational Sciences (NCATS).
